West Nile virus CPE – inhibition of WNV-induced cytopathic effect – cell-based, CPE readout (AID 1621) | one-dose CPE inhibition, % at 10 µM; IC50 in µM for titrated hits | 290,000 tested, 0.02% active | West Nile virus-infected cells, CPE inhibition; higher % means a stronger effect; in the data active means a potency from the dose series; inconclusive means CPE inhibition mostly from about 3.7% at the one dose, without a potency; inactive means the rest, 99 in 100 with CPE inhibition below about 2.2%; further: strong numbers were not always called active
RSV antiviral HEp-2 – inhibition of RSV-induced cytopathic effect – HEp-2 cells, primary 10 µM value included (AID 2391); CPE inhibition, % at 10 µM; hits with a dose series show IC50 in µM; 310,000 tested, 0.13% active; HEp-2 cells, RSV-induced CPE inhibition; higher % means a stronger effect; in the data active means a potency from the dose series; inconclusive means CPE inhibition mostly from about 23% at the one dose, without a potency; inactive means the rest, 99 in 100 with CPE inhibition below about 21%; further: strong numbers were not always called active
T cell HTS – T cell immune modulation candidate; calls only at 7 µM; 2C CD8+ T cell-vesicle binding, flow cytometry; hits give low values; 330,000 tested, 0.068% active; AID 2052;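 active means response, share of CD8 T cells binding vesicles, and their 90th percentile fluorescence all below set limits, cut at about 80% in these data, passing the limit was not always enough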
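material = purified 2C TCR transgenic mouse naive CD8+ T cells | controls = Unloaded micro-vesicles (low), QL9 vesicles with 0.7% DMSO (high) | detection = cytometric PE anti-B7-1 and Alexa647 anti-CD8 signals after 1% paraformaldehyde fixation | incubation = binding step 1.5 h, 37 °C, antibody labelling 20 min, ice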
PMI inhibitors – inhibitors of human PMI, primary screen, biochemical, fluorescence intensity, coupled assay (AID 1209) | purified PMI enzyme, coupled fluorescence intensity; higher % means a stronger effect | inhibition, % at 20 µM, or IC50 in µM where a hit was titrated | 190,000 tested, 0.42% active;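 further: plate controls were DMSO vehicle for no effect and wells lacking substrate for full effect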
UTI89 phage lysis – inhibition of K1F phage lysis, E. coli UTI89, bacterial capsule biogenesis inhibitors, alamar blue (AID 488966); E. coli UTI89 K1F phage lysis, alamar blue, 2 h; higher % means a stronger effect; inhibition, % at 100 µM; hits with a dose series show IC50 in µM; 340,000 tested, 0.02% active;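 active means phage lysis inhibition, versus mean bacterial control, above a set limit; inconclusive means no clear call, values can overlap the other calls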;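 further: capsule biogenesis inhibitors block K1F phage lysis so surviving cells raise fluorescence; higher fluorescence means more inhibition of phage lysis; actives were called in the ten point dose series up to 300 µM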
M17LAP inhibition – P. falciparum M17LAP inhibitors, primary screen, biochemical, fluorogenic H-Leu-NHMec substrate, 1536-well (AID 1619); recombinant M17LAP, H-Leu-NHMec fluorogenic kinetic assay; higher % means a stronger effect; inhibition, % at 30 µM; hits with a dose series show IC50 in µM; 220,000 tested, 0.38% active;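 active means compound inhibiting the enzyme by more than half at any dose during confirmatory dose-response retesting; inconclusive means strong single-dose inhibitors picked by rank but not retested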;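 further: plate controls were full reaction with DMSO carrier for no effect and no enzyme background for full effect; strong numbers were not always called active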
TNAP activation fold – stimulation of alkaline phosphatase TNAP activity – biochemical, luminescent, no phosphate acceptor, uHTS, primary screen (AID 1001). purified TNAP, luminescent activation assay, no phosphate acceptor; higher activation fold means a stronger effect. activation fold at 20 µM, or EC50 in µM where a hit was titrated. 200,000 tested, 0.03% active; in the data active means activation fold from about 3, or a potency from the dose series; inactive means the rest, 99 in 100 with activation fold below about 1.6; further: many of its hits are not listed in these tables
human PMI inhibitors – human PMI inhibitors, high substrate, primary screen, biochemical, fluorescence intensity, high mannose 6-phosphate (AID 1220); recombinant PMI enzyme, coupled fluorescence intensity; higher % means a stronger effect; inhibition, % at 20 µM, or IC50 in µM where a hit was titrated; 190,000 tested, 0.66% active
M1AAP inhibition – malaria alanyl aminopeptidase activity blockers – biochemical, fluorogenic H-Leu-NHMec substrate, 1536-well (AID 1445); inhibition, % at 30 µM; hits with a dose series show IC50 in µM; 220,000 tested, 0.42% active; recombinant M1AAP, H-Leu-NHMec fluorogenic kinetic assay; higher % means a stronger effect;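 active means primary inhibition above the hit cutoff, then over 50% inhibition at one or more dose response concentrations, cut at about 23% in these data, passing the limit was not always enough; inconclusive means conflicting primary data, or primary hits not chosen for dose response; inactive means low primary inhibition, or under 50% at every dose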;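 further: plate controls were DMSO full reaction for no effect and no enzyme background for full effect; strong numbers were not always called active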
T cell HTS vesicle-bound % – recorded beside T cell HTS, whose call it bears; double positive events, %; measured here: CD8+ vesicle-bound cell fraction;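 binding gate set so that unloaded-vesicle control wells show 10% double positive cells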
The depositor's hits bear a star; i = inactive; ? = inconclusive; nt = not tested or not shown; [ ] = remark or other dose. Unless noted, no stated cut-off is given here; in the data, active means inhibition above about 50%; inactive means the rest. Random draw from the library. About 1.5% of those tested had a hit in this group.

SMILES	West Nile virus CPE	RSV antiviral HEp-2	T cell HTS	T cell HTS vesicle-bound %	PMI inhibitors	UTI89 phage lysis	M17LAP inhibition	TNAP activation fold	human PMI inhibitors	M1AAP inhibition
O=C(N/N=C/c1cc([N+](=O)[O-])ccc1O)C1C2CCCCC21 (stereo not drawn)	-1.0%	7.4%	i	48	12%	nt	-5%	0.9	-8%	-11%
COc1ccc(C(=O)/C=C(/C)N(C)C)cc1	0.1%	1.4%	i	43	-3%	2.0%[50 µM]	13%	1	5%	0%
O=C1N=C(c2ccccc2)C(c2ccccc2)N1 (stereo not drawn)	0.1%	0.1%	i	21	6%	-0.1%	-7%	1.2	-6%	6%
COc1cc(/C=N/NC(N)=O)ccc1OC(=O)c1ccc(C)cc1	0.7%	nt	nt	nt	5%	nt	-2%	1.1	1%	2%
Cn1c(=O)oc2cc(S(=O)(=O)CCC(=O)Nc3ccccc3)ccc21	0.5%	1.0%	i	10	nt	0.4%	nt	nt	nt	nt
CCn1nc(C(=O)NC2=NCCS2)c2ccccc2c1=O	-0.2%	2.5%	i	17	2%	?	-2%	1	10%	1%
O=C(C1CCCCN1S(=O)(=O)c1ccc(F)cc1)N1CCN(c2ccccc2F)CC1 (stereo not drawn)	-0.5%	0.7%	i	20	15%	-0.5%	0%	1.1	15%	4%
Cc1c(NC(=O)c2ccc(C(C)(C)C)cc2)cccc1[N+](=O)[O-]	-0.4%	2.8%	i	56	7%	3.3%[50 µM]	-9%	1.2	-2%	1%
CCN(CC)C(=O)NC1CC2CCCC(C1)N2Cc1ccccc1 (stereo not drawn)	-0.3%	1.5%	i	13	-6%	0.2%	-8%	1.2	-9%	8%
O=C(c1ccc2c(c1)OCO2)C1CCCN(Cc2ccc3nsnc3c2)C1 (stereo not drawn)	-0.9%	0.0%	i	54	12%	-0.1%	nt	1	12%	nt
COc1ccccc1C(=O)NCc1nnc(SC(C)C(=O)Nc2nccs2)n1C (stereo not drawn)	0.0%	0.8%	i	18	nt	0.0%	nt	nt	nt	nt
Cc1cccc(NC(=O)Nc2ccc(F)cc2)n1	-0.6%	?	i	41	nt	-0.2%	nt	nt	nt	nt
O=C(CSCc1ccccc1)Nc1cccc(F)c1	0.1%	1.1%	i	42	12%	3.2%[50 µM]	-6%	1.1	1%	-1%
COc1ccc2[nH]c(=O)c(CN(CCCN(C)C)C(=O)Nc3ccc(F)cc3)cc2c1	0.2%	-1.6%	i	19	1%	-0.2%	-44%	1.1	0%	6%
COc1ccc(NC(=O)CCSc2nnc(C)s2)cc1	0.2%	-0.8%	i	16	2%	0.9%	10%	1.1	-3%	-7%
CCOCCCNC(=O)CN(c1cc([N+](=O)[O-])ccc1OC)S(C)(=O)=O	0.7%	0.3%	i	34	-2%	0.4%	29%	1.1	-5%	3%
O=C(CSc1ccc(-c2ccco2)nn1)NCc1ccccc1Cl	-0.9%	0.7%	i	35	10%	-0.1%	-1%	1.1	9%	5%
C=CCOC(=O)COc1ccc2c(C)c(C)c(=O)oc2c1C	0.1%	4.6%	i	24	-5%	0.1%	4%	1.1	-3%	5%
O=C(CCc1ccccc1)OCC(=O)c1ccc(Br)cc1	0.3%	0.7%	i	54	11%	0.1%	-33%	1.1	1%	2%
COc1ccccc1N1CCN(C(=O)/C=C/c2ccc3c(c2)OCO3)CC1	-0.2%	1.0%	i	12	6%	1.1%	-7%	1.1	6%	3%
COc1ccc(Cc2nnc(SCC(=O)NC(C)c3ccccc3)o2)cc1 (stereo not drawn)	-0.4%	3.3%	i	35	7%	0.5%	-3%	1.1	12%	1%
Cc1nc(C(F)(F)F)nc(Nc2ccc(N=Nc3ccccc3)cc2)c1C#N	-0.5%	2.9%	i	7	8%	-1.9%	-1%	1.1	-5%	0%
CN(c1ccccc1C(=O)NC1CCCCC1)S(=O)(=O)c1ccccc1	-0.7%	3.2%	i	20	9%	0.5%	-18%	1	8%	5%
Cc1ccc(C(=O)CC2(O)C(=O)N(C)c3ccc(Br)cc32)c(C)c1 (stereo not drawn)	-0.3%	1.5%	i	45	14%	-4.1%	8%	1	15%	10%
Oc1ccc(CNC2CCCCC2)cc1	0.1%	-1.2%	i	3	-3%	0.6%	1%	1.1	-1%	-6%
CCOc1ccc(N2CC(C(=O)NC3=NCCS3)CC2=O)cc1 (stereo not drawn)	-0.7%	1.7%	i	32	15%	0.2%	nt	1.1	10%	nt
Cc1ccc2nc(-c3ccc(O)cc3)c(Nc3ccc4c(c3)OCCO4)n2c1	0.2%	3.2%	i	15	8%	1.3%	-12%	0.7	19%	8%
CCC(C)NC(=O)CN(C1CCCCC1)S(C)(=O)=O (stereo not drawn)	0.2%	1.6%	i	42	-3%	3.1%	-2%	1	-7%	2%
Cc1cc2ccccn2c1C(=O)c1nc(NCc2ccccc2)ncc1Cl	0.1%	8.2%	i	39	-7%	0.2%	-5%	1	0%	6%
Cn1c(-c2ccc3c(c2)OCO3)cnc1NC(=O)CCC(=O)NCCc1ccccc1	-0.3%	2.5%	i	56	-7%	0.3%	4%	1.2	-7%	10%
COc1cc2c(C(=O)Nc3ccc4c(c3)OCO4)cn(CC(C)C)c(=O)c2cc1OC	nt	2.4%	i	25	3%	nt	-12%	1.3	0%	10%
COc1ccc(NC(=O)NNS(=O)(=O)c2cc(C)ccc2C)cc1OC	-0.1%	2.3%	i	0	nt	1.3%[50 µM]	nt	nt	nt	nt
COc1ccc(NC(=O)C2CCCN(S(=O)(=O)c3ccc4c(c3)oc(=O)n4C)C2)c(OC)c1 (stereo not drawn)	0.8%	1.3%	i	26	-8%	-0.3%	10%	1	-3%	7%
CCOC(=O)Cc1csc(NC(=O)c2ccncc2)n1	-1.0%	6.9%	i	50	11%	0.1%	6%	1.1	8%	3%
CCc1cccc(C)c1NC(=O)C1CCN(c2nn3c(=O)cc(C)nc3s2)CC1	0.2%	0.6%	i	14	nt	0.0%	nt	nt	nt	nt
S=c1[nH]c(-c2ccccc2)cn1/N=C/c1ccccc1Br	0.3%	0.2%	i	46	7%	0.1%	3%	1.2	0%	9%
O=C(NNS(=O)(=O)Cc1ccccc1)c1ccc([N+](=O)[O-])cc1	-0.2%	-0.5%	i	37	nt	0.5%	nt	nt	nt	nt
COc1ccc(/C=C(/CC(=O)Nc2ccccc2)c2nc3ccccc3s2)cc1	-0.5%	3.7%	i	30	17%	-0.2%	0%	1	8%	17%
O=C(Nc1cccc(Cl)c1)NC1CCCCC1	-1.1%	3.1%	i	24	11%	0.1%	0%	1.1	7%	2%
C=Cn1cc[n+](CC(=O)c2cccs2)c1	-0.8%	0.6%	i	46	nt	0.1%	nt	nt	nt	nt
COc1cc2c(cc1OC)C(C(=O)N1CCN(c3ccccc3)CC1)C(c1cccs1)N(C)C2=O (stereo not drawn)	-1.2%	-1.8%	i	11	8%	-5.5%	-2%	1.2	7%	5%
O=C(O)c1ccccc1C(=O)Nc1ccccc1	0.5%	-0.3%	i	56	6%	0.2%	-3%	1	-6%	-3%
Cc1cccc(NC(=S)N(C)C2(c3ccccc3Cl)CCCCC2=O)c1 (stereo not drawn)	-0.1%	1.5%	i	18	12%	3.9%	10%	1.1	4%	3%
NC(=O)Cn1c(=O)n(-c2ccccc2)c(=O)c2oc3ccccc3c21	0.0%	1.5%	i	29	-7%	0.2%	-2%	1.4	-5%	-1%
CC(/C=N/NC(=S)Nc1cccc(S(=O)(=O)N(C)C)c1)c1ccccc1 (stereo not drawn)	0.0%	9.8%	i	40	0%	-0.3%	-7%	1.1	2%	2%
CN1CCN(S(=O)(=O)c2ccc(NC(=O)c3ccccc3F)cc2)CC1	-0.8%	-0.4%	i	52	nt	0.5%	nt	nt	nt	nt
CC1CN(S(=O)(=O)N2CCOCC2)CCN1S(=O)(=O)N1CCOCC1 (stereo not drawn)	1.3%	3.1%	i	59	0%	2.2%	2%	1	10%	1%
COC(=O)CNC(=O)c1cccc(Cl)c1	-0.2%	-0.3%	i	6	-16%	0.2%	-1%	1.1	-5%	-2%
Cc1ccc(CN2CCC(C(=O)NCCC(C)C)CC2)o1	0.1%	-0.6%	i	27	6%	2.3%	-5%	1.1	10%	2%
Cn1c(=O)c(=O)n(C)c2cc(S(=O)(=O)NCCN3CCN(c4ccccc4F)CC3)ccc21	0.3%	1.7%	i	18	nt	-0.2%[50 µM]	17%	nt	nt	7%
O=C(CSc1nc2nc(-c3cccs3)cc(C(F)(F)F)c2c(=O)[nH]1)Nc1c(F)c(F)c(F)c(F)c1F	-0.4%	?	i	28	-14%	0.7%	6%	1.1	-6%	10%
Cc1[nH]n(-c2ccc(F)cc2)c(=O)c1/C=N/c1sc2c(c1C#N)CCCC2	-0.2%	14%	i	38	5%	-0.4%[50 µM]	-8%	1.1	10%	10%
COc1cccc(OCCOc2ccc(/C=C3/SC(=S)NC3=O)cc2)c1	-1.7%	5.5%	i	17	nt	0.1%	nt	nt	nt	nt
CC(=O)c1c(C)n([O-])c2ccc(C)cc2[n+]1=O	0.0%	0.8%	i	32	-3%	-0.1%	0%	1.1	-1%	1%
CCOC(=O)N1CCN(c2c(NCCCN(CC)c3cccc(C)c3)c(=O)c2=O)CC1	0.7%	nt	i	30	-1%	0.0%	2%	1.1	-2%	6%
COc1ccc(N/C=C\C(=O)c2ccc3ccccc3c2)cc1	-0.3%	-0.9%	i	20	nt	-1.9%	nt	nt	nt	nt
Cn1c(=O)cc(SCC(=O)Nc2ccc3c(c2)OCO3)c2ccccc21	-0.4%	8.8%	i	20	11%	0.3%	-7%	1.1	12%	0%

Reprinted at random: 2 records from the list, in no set order.
SMILES	West Nile virus CPE	RSV antiviral HEp-2	T cell HTS	T cell HTS vesicle-bound %	PMI inhibitors	UTI89 phage lysis	M17LAP inhibition	TNAP activation fold	human PMI inhibitors	M1AAP inhibition
O=C(CSc1nc2nc(-c3cccs3)cc(C(F)(F)F)c2c(=O)[nH]1)Nc1c(F)c(F)c(F)c(F)c1F	-0.4%	?	i	28	-14%	0.7%	6%	1.1	-6%	10%
CC(=O)c1c(C)n([O-])c2ccc(C)cc2[n+]1=O	0.0%	0.8%	i	32	-3%	-0.1%	0%	1.1	-1%	1%

From PubChem
